mut p53 react: restores mutant p53 pathway signaling in SW480 cells | 28,000 compounds, 1.5% hits | activation, % at 9.98 µM | AID 624151 | SW480 PUMA-promoter luciferase, p53 mutant reactivation; in the data active means activation above about 52%; inconclusive means no clear call, values can overlap the other calls
STK33 inh: inhibitors of human STK33 kinase; Q9BYT3; ADP-Glo luminescence, MBP substrate; inhibition, % at 12.5 µM; 27,000 compounds, 0.44% hits; AID 2322; in the data active means inhibition above about 20%; inconclusive means no clear call, values can overlap the other calls
Target sequence (Q9BYT3 whole entry, looked up): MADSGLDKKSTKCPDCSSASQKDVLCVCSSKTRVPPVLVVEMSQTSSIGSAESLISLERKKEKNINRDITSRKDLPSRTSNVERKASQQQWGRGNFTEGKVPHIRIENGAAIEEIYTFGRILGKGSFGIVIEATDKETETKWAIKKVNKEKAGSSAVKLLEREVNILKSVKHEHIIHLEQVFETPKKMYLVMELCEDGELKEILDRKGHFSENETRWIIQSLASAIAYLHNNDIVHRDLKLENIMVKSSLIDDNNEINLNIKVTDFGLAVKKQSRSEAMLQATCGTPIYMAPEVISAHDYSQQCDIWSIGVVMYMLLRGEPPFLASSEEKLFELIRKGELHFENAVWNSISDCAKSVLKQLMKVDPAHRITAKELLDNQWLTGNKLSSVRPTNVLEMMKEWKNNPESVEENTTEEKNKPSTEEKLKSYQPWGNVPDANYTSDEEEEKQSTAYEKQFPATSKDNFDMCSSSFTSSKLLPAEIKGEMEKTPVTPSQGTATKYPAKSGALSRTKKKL
An asterisk follows results filed as active; ? = inconclusive; · = not tested or not shown.

Compound	mut p53 react	STK33 inh
C[C@@H]1CN([C@H](C)CO)C(=O)c2cc(NC(=O)C3CCCCC3)ccc2O[C@H]1CN(C)Cc1ccc(Oc2ccccc2)cc1	·	0
O=C(Nc1ccccc1)NC1CC(C(=O)O)Nc2cc(Cl)cc(Cl)c21 (centres undefined)	-1	·
Cc1ccc(S(=O)(=O)Nc2ccc3c(c2)CC(=O)N([C@@H](C)CO)C[C@H](C)[C@H](CN(C)CC2CC2)O3)cc1	·	0
C[C@@H]1CN([C@H](C)CO)C(=O)Cc2cc(NC(=O)c3ccncc3)ccc2O[C@@H]1CN(C)Cc1ccc2c(c1)OCO2	·	-2
C[C@@H]1CN([C@@H](C)CO)C(=O)c2cc(NS(=O)(=O)c3ccc(Cl)cc3)ccc2O[C@@H]1CN(C)C	·	1
C[C@@H]1CN([C@H](C)CO)C(=O)Cc2cc(NC(=O)Cn3cnnn3)ccc2O[C@H]1CN(C)Cc1ccc(C(=O)O)cc1	·	-3
COc1ccc(CCNC(=O)c2cc(-c3ccccc3)on2)cc1OC	-2	4
COc1ccc(-c2cnc3c(c2)C(=O)N([C@H](C)CO)C[C@H](C)[C@H](CN(C)Cc2ccccc2)O3)cc1	-2	-2
O=C(C[C@H]1C[C@@H]2c3cc(NC(=O)NC4CCCC4)ccc3O[C@@H]2[C@@H](CO)O1)NCCN1CCCCC1	12	·
COc1ccc(S(=O)(=O)N(C)C[C@@H]2OCCCC[C@@H](C)Oc3ccc(NC(=O)Nc4ccc5c(c4)OCO5)cc3C(=O)N([C@H](C)CO)C[C@@H]2C)cc1	·	?
COc1ccc(NC(=O)N(C)C[C@H]2Oc3cc(C#CCN(C)C)ccc3S(=O)(=O)N([C@H](C)CO)C[C@H]2C)cc1	6	·
C[C@@H]1CN([C@@H](C)CO)C(=O)c2cc(NC(=O)Nc3ccc(F)cc3)ccc2O[C@@H]1CN(C)Cc1ccncc1	-4	0
C[C@H]1CN([C@@H](C)CO)C(=O)c2cc(NC(=O)C3CC3)ccc2O[C@@H]1CN(C)S(=O)(=O)c1cn(C)cn1	3	·
NC(=O)c1c(NC(=O)COc2ccc(Br)cc2Cl)sc2c1CCCC2	50	1
COc1ccc(Cl)cc1N(CC(=O)Nc1ccc(C(F)(F)F)cc1)S(C)(=O)=O	-12	-3
C[C@H](CO)N1C[C@H](C)[C@@H](CN(C)C(=O)Nc2ccccc2)Oc2ccc(NC(=O)Nc3ccccc3)cc2C1=O	-6	·
C[C@@H]1CCCCO[C@@H](CN(C)C(=O)Nc2ccccc2)[C@@H](C)CN([C@H](C)CO)C(=O)c2cc(NS(=O)(=O)c3ccccc3)ccc2O1	·	0
C[C@@H]1CC(=O)c2c(ccc3c2C(=O)c2cccc(O)c2C3=O)C1	·	9
COc1ccc(NC(=O)Nc2ccc3c(c2)C(=O)N([C@H](C)CO)C[C@H](C)[C@H](CN(C)C(=O)Nc2ccc4c(c2)OCO4)OCCCC[C@@H](C)O3)cc1	·	-2
CCCC#Cc1ccc2c(c1)O[C@@H](CN(C)C(=O)c1cccnc1)[C@H](C)CN([C@@H](C)CO)S2(=O)=O	-1	·
C[C@@H]1CN([C@H](C)CO)C(=O)c2cc(NC(=O)Nc3ccc(F)cc3)ccc2O[C@@H]1CN(C)S(=O)(=O)c1cn(C)cn1	-12	·
COc1ccc([Si](C)(C)[C@@H]2[C@@H](CCn3cc([C@H](O)c4ccccc4)nn3)O[C@]3(C(=O)N(c4ccccc4)c4ccccc43)[C@H]2C)cc1	·	6
COc1ccccc1NC(=O)c1ccc(OCC(=O)Nc2ccccc2F)cc1	20	2
C[C@H]1CN([C@@H](C)CO)C(=O)c2cc(NS(=O)(=O)c3cn(C)cn3)ccc2O[C@@H]1CN(C)S(=O)(=O)c1cn(C)cn1	6	·
Cc1noc(C)c1NC(=O)N(C)C[C@@H]1Oc2ccc(NC(=O)Cc3ccccc3)cc2C(=O)N([C@@H](C)CO)C[C@@H]1C	2	0
C[C@H]1CN([C@@H](C)CO)C(=O)c2cc(C#CCc3ccccc3)cnc2O[C@H]1CN(C)CC1CCOCC1	28	·
C[C@@H]1CN([C@H](C)CO)C(=O)Cc2cc(NC(=O)Nc3ccc(C(F)(F)F)cc3)ccc2O[C@H]1CN(C)C(=O)Nc1ccc2c(c1)OCO2	·	-1
CC12CCCCC1C1(C=CC(=O)C=C1)C(c1ccccc1)=N2 (centres undefined)	21	·
C/C=C(/C)C(=O)O[C@H]1CC(C)(C)C[C@H]2C3=CCC4[C@@]5(C)CC[C@H](O[C@@H]6O[C@H](C(=O)O)[C@@H](O[C@@H]7O[C@H](CO)[C@H](O)[C@H](O)[C@H]7O[C@@H]7O[C@H](CO)[C@@H](O)[C@H](O)[C@H]7O)[C@H](O)[C@H]6O[C@@H]6O[C@@H](C)[C@H](O)[C@@H](O)[C@H]6O)C(C)(C)C5CC[C@@]4(C)[C@]3(C)[C@@H](O)[C@@H](O)[C@@]12CO (some centres undefined)	·	-15
C[C@H](CO)N1C[C@H](C)[C@H](CN(C)S(=O)(=O)c2ccc(Cl)cc2)Oc2ccc(NC(=O)C3CCCCC3)cc2C1=O	·	5
CNC[C@H]1Oc2ccc(NC(=O)Cc3cn(C)c4ccccc34)cc2C(=O)N([C@@H](C)CO)C[C@@H]1C	·	3
Cc1occc1C(=O)Nc1cccc(Cn2cccn2)c1	8	-1
COc1ccc(CN(C)C[C@@H]2Oc3ccc(NC(=O)C4CC4)cc3C(=O)N([C@H](C)CO)C[C@H]2C)cc1	5	·
COc1ccc(NC(=O)N(C)C[C@H]2Oc3ncc(-c4cccnc4)cc3C(=O)N([C@@H](C)CO)C[C@H]2C)cc1	13	·
CCOc1ccc(NC(=O)CSc2nnc(-c3ccc(Cl)c(Cl)c3)n2C)cc1	-1	2
CCC(=O)N(C)C[C@@H]1Oc2cc(C#CC3CCCCC3)ccc2S(=O)(=O)N([C@H](C)CO)C[C@@H]1C	2	·
COc1ccccc1N1CCN(CCCCNC(=O)c2ccc(-c3ccc(C(C)=O)cc3)cc2)CC1	·	4
Cc1csc2nc(SCC(=O)Nc3ccc([N+](=O)[O-])cc3)[nH]c(=O)c12	16	9
Cc1cccc(C)c1NC(=O)COc1ccc2cc(-c3ccccc3)c(=O)oc2c1	-24	1
N#Cc1ccc(NC(=O)CCCn2cc([N+](=O)[O-])cn2)cc1	-4	-6
COc1ccc(-c2coc3c(OC)c(O)ccc3c2=O)cc1	·	2
CC(C)NC(=O)N(C)C[C@H]1OCCCC[C@@H](C)Oc2ccc(N(C)C)cc2C(=O)N([C@@H](C)CO)C[C@@H]1C	3	·
CC(C)NC(=O)N(C)C[C@@H]1OCCCC[C@H](C)Oc2ccc(NC(=O)CCCN(C)C)cc2C(=O)N([C@@H](C)CO)C[C@H]1C	8	·
Cn1cc(C2=C(c3ccc(Cl)cc3Cl)C(=O)NC2=O)c2ccccc21	-59	·
COc1ccc(NC(=O)Nc2ccc3c(c2)CC(=O)N([C@H](C)CO)C[C@H](C)[C@H](CN(C)S(=O)(=O)c2c(C)noc2C)O3)cc1	·	-3

One compound at a time, from the list above. Values in the order: mut p53 react, STK33 inh
Results for CC(C)NC(=O)N(C)C[C@H]1OCCCC[C@@H](C)Oc2ccc(N(C)C)cc2C(=O)N([C@@H](C)CO)C[C@@H]1C : 3, ·
Results for C[C@H](CO)N1C[C@H](C)[C@@H](CN(C)C(=O)Nc2ccccc2)Oc2ccc(NC(=O)Nc3ccccc3)cc2C1=O : -6, ·
Results for C[C@@H]1CN([C@@H](C)CO)C(=O)c2cc(NS(=O)(=O)c3ccc(Cl)cc3)ccc2O[C@@H]1CN(C)C : ·, 1
Results for Cc1csc2nc(SCC(=O)Nc3ccc([N+](=O)[O-])cc3)[nH]c(=O)c12 : 16, 9

More compounds:
Under each structure: mut p53 react	STK33 inh
CC1(C)C=C(c2ccc(C3=CC(C)(C)NC(C)(C)C3)s2)CC(C)(C)N1
    2	·
CCc1ccc2nc(-c3cccc(OC)c3)cc(C(=O)NCc3ccco3)c2c1
    46	-3
C[C@H](CO)N1C[C@H](C)[C@@H](CN(C)C(=O)Nc2ccc3c(c2)OCO3)Oc2ccc(NS(=O)(=O)c3cn(C)cn3)cc2C1=O
    8	·
Cc1noc(C)c1NC(=O)N(C)C[C@@H]1Oc2c(NC(=O)c3nc4ccccc4s3)cccc2C(=O)N([C@@H](C)CO)C[C@@H]1C
    -1	·
O=C(C[C@H]1C[C@H]2c3cc(NC(=O)C4CCC4)ccc3O[C@H]2[C@@H](CO)O1)NCCN1CCCCC1
    -1	·
Cc1nc(SCC(=O)N(c2ccccc2)c2ccccc2)n[nH]1
    -9	-1
C[C@@H]1CN([C@@H](C)CO)C(=O)c2cccc(NC(=O)Nc3ccccc3)c2O[C@H]1CN(C)S(C)(=O)=O
    ·	1
COc1ccc(C(=O)CSc2nnc(-c3ccc([N+](=O)[O-])cc3)o2)cc1
    4	-1
C[C@H]1CN([C@@H](C)CO)C(=O)Cc2cc(N(C)C)ccc2O[C@H]1CN(C)S(=O)(=O)c1cn(C)cn1
    6	2
CN1CCN(C2=Nc3ccccc3Oc3ccc(Cl)cc32)CC1
    -27	1
COc1ccc(S(=O)(=O)N(C)CC(=O)Nc2cc([N+](=O)[O-])ccc2C)cc1
    -8	-2
CC(=O)O[C@@H]1[C@@H](O)C[C@@]2(C)C(CC[C@@H](C)C23Cc2c(O)cc4c(c2O3)CN([C@@H](CCC(=O)O)C(=O)O)C4=O)C1(C)C (some centres undefined)
    -3	-13
C[C@@H]1CN([C@@H](C)CO)C(=O)Cc2cc(NC(=O)c3ccncc3)ccc2O[C@@H]1CN(C)C(=O)Nc1ccc(C(F)(F)F)cc1
    ·	-2
COC(=O)c1ccc(Cl)c(NC(=O)CSc2nc3c(c(C(F)(F)F)n2)CCCC3)c1
    0	0
COc1cccn(Cc2nnc(SCC(=O)c3ccccc3)o2)c1=O
    2	·
N#Cc1c(NC(=O)COc2ccc(C(=O)Nc3cc(Cl)ccc3Cl)cc2)sc2c1CCC2
    -9	-1
Cc1ccccc1CN(C)C[C@@H]1OCc2cnnn2CCCC(=O)N([C@H](C)CO)C[C@@H]1C
    ·	-6
C[C@@H]1CCCCO[C@H](CN(C)S(=O)(=O)c2cccs2)[C@H](C)CN([C@@H](C)CO)C(=O)c2cc(NS(C)(=O)=O)ccc2O1
    -6	·
C[C@@H]1CN([C@H](C)CO)C(=O)c2cccc(NC(=O)Nc3ccc(C(F)(F)F)cc3)c2O[C@H]1CN(C)C
    13	·
Cc1noc(C)c1NC(=O)Nc1ccc2c(c1)C(=O)N([C@@H](C)CO)C[C@@H](C)[C@@H](CN(C)C(=O)Nc1cccc3ccccc13)O2
    6	·
CCOc1ccc(NC(=O)C(C)Sc2nnc(C)n2-c2ccccc2)cc1 (centres undefined)
    -8	7
Cc1sc2ncn(CC(=O)NCc3ccco3)c(=O)c2c1-c1ccc(Cl)cc1
    -4	3
O=C(CSc1ncnc2sc3c(c12)CCCCC3)NCc1ccco1
    -22	4
CC(=O)O[C@@H]1c2c(ccc3ccc(=O)oc23)OC(C)(C)[C@@H]1OC(=O)C=C(C)C
    6	0
c1ccc(-n2c(SCc3nc4ccccc4s3)nnc2-c2cccs2)cc1
    -22	5
Cc1cc(C)c2nc(-c3ccccn3)cc(C(=O)NCc3cc(C)n(C)n3)c2c1
    -12	4
COC(=O)CCC(=O)NC(=S)Nc1ccccc1F
    -13	2
CC(C)c1ccc(Nc2nnns2)cc1
    ·	-5
C[C@@H]1CN([C@H](C)CO)C(=O)c2cccc(NC(=O)C3CCOCC3)c2O[C@@H]1CN(C)C(=O)Nc1ccc(C(F)(F)F)cc1
    -1	·
C[C@@H]1CN([C@@H](C)CO)C(=O)Cc2cc(NC(=O)Nc3ccc4c(c3)OCO4)ccc2O[C@@H]1CN(C)C(=O)Nc1ccccc1
    ·	-2
CCC(CC)C(=O)N1c2ccccc2CCc2ccccc21
    -4	·
C[C@H]1CN([C@@H](C)CO)C(=O)Cc2cc(NS(=O)(=O)c3ccccc3)ccc2O[C@H]1CN(C)S(=O)(=O)c1cccs1
    15	2
O=C(C[C@H]1C[C@H]2c3cc(NC(=O)Cc4ccncc4)ccc3O[C@H]2[C@@H](CO)O1)NCc1ccccn1
    -5	·
C[C@@H]1CN([C@H](C)CO)C(=O)c2cc(NC(=O)NC3CCCCC3)ccc2O[C@@H]1CN(C)C(=O)Nc1ccc(F)cc1
    7	·
CC(C)NC(=O)N(C)C[C@@H]1Oc2ncc(-c3ccccc3)cc2C(=O)N([C@H](C)CO)C[C@@H]1C
    -2	-2
O=c1[nH]c(CSc2nnc(-c3cccnc3)n2C2CCCCC2)nc2ccccc12
    -5	-2
Cc1cc(C(F)(F)F)nc(SCC(=O)Nc2sc3c(c2C#N)CCCC3)n1
    -9	3
C[C@H]1CN([C@@H](C)CO)C(=O)CCCn2nncc2CO[C@@H]1CN(C)C(=O)CCCN(C)C
    ·	-6

Three entries already listed, arranged by length of the SMILES, highest first:
Under each structure: mut p53 react	STK33 inh
O=C(C[C@H]1C[C@H]2c3cc(NC(=O)Cc4ccncc4)ccc3O[C@H]2[C@@H](CO)O1)NCc1ccccn1
    -5	·
Cc1cc(C(F)(F)F)nc(SCC(=O)Nc2sc3c(c2C#N)CCCC3)n1
    -9	3
CCC(CC)C(=O)N1c2ccccc2CCc2ccccc21
    -4	·

These rows are one share of the data; the hit share may differ from the screen's.
